Screening results as filed in PubChem BioAssay.
SENP8 block-1: blocks the human protease SENP8 | purified SENP8, Z-RLRGG-aminoluciferin cleavage, luminescence | inhibition, % at 10 µM | 1.2% of 330,000 active | AID 2540; in the data active means inhibition above about 50%
Target sequence (Q96LD8 whole entry, looked up): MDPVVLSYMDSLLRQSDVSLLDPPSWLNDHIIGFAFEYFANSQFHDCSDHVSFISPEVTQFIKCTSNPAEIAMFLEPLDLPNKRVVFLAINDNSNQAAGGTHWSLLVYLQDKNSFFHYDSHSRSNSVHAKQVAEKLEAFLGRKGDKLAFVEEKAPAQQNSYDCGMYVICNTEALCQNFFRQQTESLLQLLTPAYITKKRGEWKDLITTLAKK
HKDC1 inhibitor: inhibitors of human hexokinase HKDC1; inhibition, % at 20 µM; 0.16% of 340,000 active; Q2TB90; recombinant HKDC1, G6PDH/diaphorase resazurin coupled fluorescence;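 active means inhibition above about 35% when tested at 20 µM, limit read from the data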;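 further: plate controls were DMSO wells with enzyme for no effect and DMSO wells lacking enzyme for full effect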
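Test system: Recombinant HKDC1 (HK5) hexokinase enzyme, produced in-house | Input: HKDC1 at 5 µg/mL | Buffer or medium: Tris pH 8.0 buffer with MgCl2, Tween-20, BSA, BME | Schedule: 90 min reaction incubation at room temperature, dark | Technique: Resazurin-to-resorufin fluorescence via G6PDH and diaphorase coupling, 525/613 nm | Controls: DMSO wells with and without enzyme mix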
SENP6 inh: SENP6 protease inhibition; Q9GZR1; Recombinant SENP6 catalytic domain, aminoluciferin luminescence; inhibition, % at 10 µM; 1.8% of 330,000 active;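 active means inhibition above about 50% at the single tested dose, limit read from the data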;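 further: plate controls were DMSO wells with enzyme for no effect and DMSO wells lacking enzyme for full effect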
PfG6PD inh: PfG6PD (Plasmodium falciparum) enzyme inhibition; PfGluPho enzyme, NADPH resazurin-diaphorase fluorescence; inhibition, % at 20 µM; 0.78% of 350,000 active;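 active means inhibition reaching at least a set limit at 20 µM in the primary screen, cut at about 59% in these data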;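 further: 0% = DMSO wells with substrate and 100% = DMSO wells lacking glucose-6-phosphate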
SENP1 inh: SENP1 (human) catalytic domain inhibition. Q9P0U3. recombinant SENP1 catalytic domain, CyPet-SUMO1-YPet FRET cleavage. inhibition, % at 10 µM. 0.21% of 360,000 active. AID 624204;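 active means inhibition at least 30% at 10 µM, raw YFP signal under a set limit, fluorescence ratio 0.5 to 1.5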;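 further: 0% = enzyme with DMSO and 100% = no enzyme wells; some results filed as inactive read as strong as hits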
Target sequence (Q9P0U3 419-644 limits assumed): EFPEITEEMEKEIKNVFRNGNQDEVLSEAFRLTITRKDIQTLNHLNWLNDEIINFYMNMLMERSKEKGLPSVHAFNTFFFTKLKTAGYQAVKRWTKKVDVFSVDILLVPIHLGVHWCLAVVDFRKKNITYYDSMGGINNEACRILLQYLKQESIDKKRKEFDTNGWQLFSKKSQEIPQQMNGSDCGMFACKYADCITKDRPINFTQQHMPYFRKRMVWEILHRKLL
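Material – human SENP1 catalytic domain · Input – SENP1 enzyme, 20 pM final · Compound dosing – single concentration of 10 µM compound, 0.5% DMSO final · Timing – enzyme reaction for 50 min at room temperature, dark · Measured by – FRET fluorescence in CFP and YFP emission channels · Control set – no-enzyme wells low, DMSO-plus-enzyme wells high control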
SENP7 inh: SENP7 protease inhibition; recombinant SENP7, Z-RLRGG-aminoluciferin luminescence, 40 min; 1.5% of 330,000 active; AID 434973; Q9BQF6; inhibition, % at 5 µM;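 active means inhibition above about 50% at the single test dose, limit read from the data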;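 further: plate controls were DMSO with enzyme for no effect and no enzyme buffer wells for full effect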
Target sequence (Q9BQF6 706-1050 limits assumed): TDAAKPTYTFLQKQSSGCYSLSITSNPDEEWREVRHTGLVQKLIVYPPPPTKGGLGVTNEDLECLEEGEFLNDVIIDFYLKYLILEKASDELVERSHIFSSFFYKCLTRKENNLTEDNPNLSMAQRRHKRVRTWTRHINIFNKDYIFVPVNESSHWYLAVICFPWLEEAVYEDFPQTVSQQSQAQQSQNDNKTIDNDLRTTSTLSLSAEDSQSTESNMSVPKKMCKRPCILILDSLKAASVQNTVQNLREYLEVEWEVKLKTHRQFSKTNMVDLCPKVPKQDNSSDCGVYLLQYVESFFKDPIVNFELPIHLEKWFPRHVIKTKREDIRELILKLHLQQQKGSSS
MIN6 prolif: MIN6 beta-cell proliferation induction; MIN6 cells proliferation, ATPlite luminescence, 48 h; cells starved in 0.2% serum; 100% = growth in 10% serum; proliferation, % at 10 µM; 0.29% of 330,000 active;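 active means compounds whose signal lies at least 3.5 SD above the mean of all wells on their plate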;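 further: 0% = DMSO-treated cells in low-serum medium and 100% = 10% serum control; some compounds called inactive have numbers as strong as hits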
SENP8 block-2: SENP8 (human) protease inhibition | Q96LD8 | recombinant SENP8, Nedd8 substrate fluorescence | AID 602440 | 0.64% of 360,000 active | inhibition, % at 20 µM; in the data active means inhibition mostly above about 40%, no sharp cut-off; inactive means mostly below about 27%
UBC13 polyUb: blocks human UBC13 polyubiquitin chain formation; TR-FRET; inhibition, % at 20 µM; P61088; 0.47% of 330,000 active; in the data active means inhibition above about 45%, passing the limit was not always enough
Target sequence (P61088 whole entry, looked up): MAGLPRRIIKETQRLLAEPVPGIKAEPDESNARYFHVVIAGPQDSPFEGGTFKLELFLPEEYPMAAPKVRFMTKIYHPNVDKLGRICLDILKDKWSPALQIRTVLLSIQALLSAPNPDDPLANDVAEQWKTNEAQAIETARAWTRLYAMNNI
* = called active by the depositor.

The first two records, ahead of the listing:
Screening CCN1C(=O)[C@@H]2C(C(=O)c3cnccn3)=NN[C@@H]2C1=O returned SENP8 block-1 -7, HKDC1 inhibitor -2, SENP6 inh -2, PfG6PD inh -12, SENP1 inh 4, SENP7 inh -8, MIN6 prolif -3, SENP8 block-2 11 and UBC13 polyUb -4.
Screening C(#Cc1ccc(C#CCN2CCOCC2)cc1)CN1CCOCC1 returned SENP8 block-1 4, HKDC1 inhibitor -3, SENP6 inh -21, PfG6PD inh 1, SENP1 inh 2, SENP7 inh 1, MIN6 prolif -1, SENP8 block-2 6 and UBC13 polyUb 5.

All compounds of this part, from the start:
Screening CCN1C(=O)[C@@H]2C(C(=O)c3cnccn3)=NN[C@@H]2C1=O returned SENP8 block-1 -7, HKDC1 inhibitor -2, SENP6 inh -2, PfG6PD inh -12, SENP1 inh 4, SENP7 inh -8, MIN6 prolif -3, SENP8 block-2 11 and UBC13 polyUb -4.
Screening C(#Cc1ccc(C#CCN2CCOCC2)cc1)CN1CCOCC1 returned SENP8 block-1 4, HKDC1 inhibitor -3, SENP6 inh -21, PfG6PD inh 1, SENP1 inh 2, SENP7 inh 1, MIN6 prolif -1, SENP8 block-2 6 and UBC13 polyUb 5.
`Cc1nnsc1C(=O)NC1CCCc2c1cnn2-c1ccccc1F` (stereo not drawn) gave SENP8 block-1 0, HKDC1 inhibitor -2, SENP6 inh -2, PfG6PD inh 0, SENP1 inh 0, SENP7 inh 13, MIN6 prolif -4, SENP8 block-2 -2 and UBC13 polyUb -4.
For O=C1CC(C(=O)Nc2ccc(Cl)cc2)S/C(=N\N=C\c2ccco2)N1 (stereo not drawn) the results were SENP8 block-1 5, HKDC1 inhibitor -8, SENP6 inh -7, PfG6PD inh -38, SENP1 inh 1, SENP7 inh 3, MIN6 prolif -2, SENP8 block-2 35 and UBC13 polyUb -3.
CC(C)CN(CC(C)C)C(=O)c1cccc(S(=O)(=O)N2CCc3ccccc32)c1 was read as SENP8 block-1 -1, HKDC1 inhibitor 1, SENP6 inh 33, PfG6PD inh 6, SENP1 inh 0, SENP7 inh 9, MIN6 prolif -4, SENP8 block-2 16 and UBC13 polyUb 5.
COc1ccc(CC2(CO)CCN(S(=O)(=O)c3c(C)nn(C)c3C)CC2)cc1 was read as SENP8 block-1 -7, HKDC1 inhibitor -8, SENP6 inh -1, PfG6PD inh -17, SENP1 inh 0, SENP7 inh 3, MIN6 prolif -2, SENP8 block-2 18 and UBC13 polyUb 3.
For OCC[C@H]1C[C@@H](O)[C@H](O)[C@@]2(Cc3ccccc3CCO2)O1 the results were SENP8 block-1 -10, HKDC1 inhibitor -1, SENP6 inh -5, PfG6PD inh 2, SENP1 inh 1, SENP7 inh -1, MIN6 prolif -5, SENP8 block-2 11 and UBC13 polyUb -7.
`CC(=O)Nc1ccccc1OCC(=O)NCC(F)(F)F` gave SENP8 block-1 5, HKDC1 inhibitor 0, SENP6 inh -10, PfG6PD inh -10, SENP1 inh 3, SENP7 inh 1, MIN6 prolif -3, SENP8 block-2 0 and UBC13 polyUb -5.
Cc1ccc(NC(=O)Cc2ccc(Cl)cc2)cc1S(=O)(=O)N1CCCCCC1 was read as SENP8 block-1 -4, HKDC1 inhibitor 4, SENP6 inh 0, PfG6PD inh 15, SENP1 inh -8, SENP7 inh -2, MIN6 prolif -8, SENP8 block-2 -26 and UBC13 polyUb 9.
Screening Cc1cccc(OCC(=O)N2CCN(C(=O)c3cccs3)CC2)c1 returned SENP8 block-1 -8, HKDC1 inhibitor -6, SENP6 inh -8, PfG6PD inh -13, SENP1 inh 0, SENP7 inh -5, MIN6 prolif -4, SENP8 block-2 17 and UBC13 polyUb -5.
C[C@@H](N)C(=O)N[C@H]1CCC2C3CC=C4C[C@@H](O)CC[C@]4(C)C3CC[C@@]21C (stereo partly drawn) was read as HKDC1 inhibitor -4, PfG6PD inh -1, SENP1 inh -3 and SENP8 block-2 7.
CCn1c(NC(=O)C(C)C)c(-c2ccccc2)c(=O)c2ccccc21 was read as SENP8 block-1 10, HKDC1 inhibitor -3, SENP6 inh -20, PfG6PD inh 3, SENP1 inh -1, SENP7 inh 6, MIN6 prolif 4, SENP8 block-2 -9 and UBC13 polyUb 3.
For COc1ccccc1C(=O)N/N=C/c1c[nH]c2ccccc12 the results were SENP8 block-1 9, HKDC1 inhibitor -1, SENP6 inh -14, PfG6PD inh 11, SENP1 inh -2, SENP7 inh 8, MIN6 prolif -2, SENP8 block-2 -78 and UBC13 polyUb 2.
CCOc1cc(/C=N/O)ccc1OCc1ccc(C)cc1 was read as SENP8 block-1 3, HKDC1 inhibitor -6, SENP6 inh 1, PfG6PD inh 66*, SENP1 inh 2, SENP7 inh 2, MIN6 prolif -3, SENP8 block-2 4 and UBC13 polyUb 0.
Screening COCCNC(=O)c1cnn2c(C(F)(F)F)cc(-c3ccc(C)cc3)nc12 returned SENP8 block-1 5, HKDC1 inhibitor 17, SENP6 inh 2, PfG6PD inh 11, SENP1 inh -27, SENP7 inh 7, MIN6 prolif 0, SENP8 block-2 -418 and UBC13 polyUb 3.
CCCCc1nc2sc3c(=O)[nH]c(=S)[nH]c3c2c2c1CCC2 was read as HKDC1 inhibitor 0, PfG6PD inh -13, SENP1 inh -9 and SENP8 block-2 7.
`CC(C)C(=O)Nc1ccc(C(=O)NN2C(=O)c3ccccc3C2=O)cc1` gave SENP8 block-1 -1, HKDC1 inhibitor -2, SENP6 inh -12, PfG6PD inh 6, SENP1 inh 1, SENP7 inh 8, MIN6 prolif 0, SENP8 block-2 6 and UBC13 polyUb 6.
CCOC(=O)CCCNS(=O)(=O)c1c(C)ccc2nsnc12 was read as SENP8 block-1 -1, HKDC1 inhibitor -6, SENP6 inh -11, PfG6PD inh 12, SENP1 inh 1, SENP7 inh 4, MIN6 prolif -1, SENP8 block-2 6 and UBC13 polyUb -6.
`O=C1C(Cl)=C(NCc2cccnc2)C(=O)c2ccccc21` gave SENP8 block-1 30, HKDC1 inhibitor -45, SENP6 inh 60*, PfG6PD inh -98, SENP1 inh 7, SENP7 inh 30, MIN6 prolif -7, SENP8 block-2 86* and UBC13 polyUb -447.
`Cc1ccc(S(=O)(=O)N(c2ccccc2)C2CCS(=O)(=O)C2)cc1` (stereo not drawn) gave SENP8 block-1 -1, HKDC1 inhibitor -3, SENP6 inh -2, PfG6PD inh 13, SENP1 inh 0, SENP7 inh 5, MIN6 prolif -2, SENP8 block-2 13 and UBC13 polyUb -1.

Brought forward from above: 3 entries, followed by the next part.
CCOC(=O)CCCNS(=O)(=O)c1c(C)ccc2nsnc12 was read as SENP8 block-1 -1, HKDC1 inhibitor -6, SENP6 inh -11, PfG6PD inh 12, SENP1 inh 1, SENP7 inh 4, MIN6 prolif -1, SENP8 block-2 6 and UBC13 polyUb -6.
`O=C1C(Cl)=C(NCc2cccnc2)C(=O)c2ccccc21` gave SENP8 block-1 30, HKDC1 inhibitor -45, SENP6 inh 60*, PfG6PD inh -98, SENP1 inh 7, SENP7 inh 30, MIN6 prolif -7, SENP8 block-2 86* and UBC13 polyUb -447.
`Cc1ccc(S(=O)(=O)N(c2ccccc2)C2CCS(=O)(=O)C2)cc1` (stereo not drawn) gave SENP8 block-1 -1, HKDC1 inhibitor -3, SENP6 inh -2, PfG6PD inh 13, SENP1 inh 0, SENP7 inh 5, MIN6 prolif -2, SENP8 block-2 13 and UBC13 polyUb -1.
`Cn1cnc([N+](=O)[O-])c1Oc1ccccc1` gave SENP8 block-1 -8, HKDC1 inhibitor 18, SENP6 inh -6, PfG6PD inh -25, SENP1 inh 0, SENP7 inh -9, MIN6 prolif 1, SENP8 block-2 8 and UBC13 polyUb -9.
For CCCCNC(=S)NNC(=O)c1cccnc1 the results were SENP8 block-1 2, HKDC1 inhibitor -1, SENP6 inh -7, PfG6PD inh 4, SENP1 inh 2, SENP7 inh 3, MIN6 prolif -2, SENP8 block-2 7 and UBC13 polyUb 0.
For Cc1cc(C(=O)COC(=O)C(C)NC(N)=O)c(C)n1Cc1ccco1 (stereo not drawn) the results were SENP8 block-1 7, HKDC1 inhibitor -5, SENP6 inh -11, PfG6PD inh -17, SENP1 inh -2, SENP7 inh 7, MIN6 prolif -2, SENP8 block-2 8 and UBC13 polyUb -10.
Screening CCC(Sc1nc2c(c(=O)n1CC)SC(C)C2)C(=O)OC (stereo not drawn) returned SENP8 block-1 -8, HKDC1 inhibitor -3, SENP6 inh -10, PfG6PD inh 3, SENP1 inh 2, SENP7 inh -5, MIN6 prolif 1, SENP8 block-2 7 and UBC13 polyUb 3.
COc1ccc(OC)c(/C=C/c2c([N+](=O)[O-])c(=O)n(C)c(=O)n2C)c1 was read as SENP8 block-1 5, HKDC1 inhibitor 2, SENP6 inh 13, PfG6PD inh -8, SENP1 inh 3, SENP7 inh 0, MIN6 prolif -1, SENP8 block-2 1 and UBC13 polyUb -13.
For CCOC(=O)C1=C(c2ccccc2)NC(N)=NC1c1ccc(OCc2ccc(Cl)cc2)c(OC)c1 (stereo not drawn) the results were SENP8 block-1 -11, HKDC1 inhibitor -7, SENP6 inh -5, PfG6PD inh 32, SENP1 inh -1, SENP7 inh -4, MIN6 prolif -7, SENP8 block-2 12 and UBC13 polyUb 49*.
For CCC(C)N(CC(=O)NCc1ccc(OC)cc1)C(=O)c1csnn1 (stereo not drawn) the results were SENP8 block-1 6, HKDC1 inhibitor -1, SENP6 inh 18, PfG6PD inh 0, SENP1 inh 7, SENP7 inh 3, MIN6 prolif -2, SENP8 block-2 -149 and UBC13 polyUb -14.
For COc1cc2cc(C(c3nnnn3C3CCCC3)N3CCc4ccccc43)c(=O)[nH]c2cc1OC (stereo not drawn) the results were SENP8 block-1 2, HKDC1 inhibitor 9, SENP6 inh 24, PfG6PD inh 36, SENP1 inh -1, SENP7 inh 0, MIN6 prolif -4, SENP8 block-2 -242 and UBC13 polyUb 3.
For COc1ccccc1C(CNC(=O)c1ccc(NS(=O)(=O)c2ccc(F)c(C)c2)cc1)N1CCCC1 (stereo not drawn) the results were SENP8 block-1 3, HKDC1 inhibitor 3, SENP6 inh 3, PfG6PD inh -16, SENP1 inh -5, SENP7 inh -7, MIN6 prolif -5, SENP8 block-2 18 and UBC13 polyUb 2.
O=S(=O)(NCc1ccco1)c1cccc(S(=O)(=O)N2CCOCC2)c1 was read as SENP8 block-1 4, HKDC1 inhibitor -5, SENP6 inh -7, PfG6PD inh 10, SENP1 inh -2, SENP7 inh -1, MIN6 prolif 0, SENP8 block-2 15 and UBC13 polyUb 2.
COc1ccc(S(=O)(=O)N(CC(=O)N2CCCC2)Cc2ccccc2)cc1 was read as SENP8 block-1 -2, HKDC1 inhibitor -7, SENP6 inh -9, PfG6PD inh -12, SENP1 inh 1, SENP7 inh 5, MIN6 prolif 1, SENP8 block-2 20 and UBC13 polyUb 6.
COc1cccc(OCC(=O)N(Cc2nc(-c3ccc(Cl)cc3)no2)C(C)C)c1 was read as SENP8 block-1 -8, HKDC1 inhibitor 3, SENP6 inh -23, PfG6PD inh 16, SENP1 inh -1, SENP7 inh -6, MIN6 prolif -6, SENP8 block-2 27 and UBC13 polyUb 14.
For O=C(N/N=C/c1ccccn1)c1cc(-c2ccc(Cl)cc2)nc2ccccc12 the results were SENP8 block-1 -12, HKDC1 inhibitor -7, SENP6 inh -18, PfG6PD inh -9, SENP1 inh 0, SENP7 inh 4, MIN6 prolif -5, SENP8 block-2 -9 and UBC13 polyUb -24.
